Compound activity: PubChem, National Center for Advancing Translational Sciences (NCATS)
MBNL1-CUG inh: MBNL1-poly(CUG) RNA binding inhibition | AID 2675 | TR-FRET MBNL1-His/biotin-(CUG)12 binding, 665/545 ratio | Q9NR56 | actives 0.036% (n = 280,000) | Potency, µM (highest dose often 57.5 µM), for inactives: at the highest dose activity change, negative = inhibition, most hits filed as inhibitors; active means well fitted inhibition curve with a large enough effect in the signal ratio, with a control signal flat, not every such curve was filed as active; inconclusive means small, poorly fitted or top-dose-only effect, or effect the other way, or a change in a side signal; inactive means no such curve, though single readings can be large or run the other way; the % refers to the signal ratio; further: potency means the concentration at half of the fitted maximal effect; on the % scale 0 is the no-effect control and ±100 the full control effect
Target sequence (Q9NR56 whole entry, looked up): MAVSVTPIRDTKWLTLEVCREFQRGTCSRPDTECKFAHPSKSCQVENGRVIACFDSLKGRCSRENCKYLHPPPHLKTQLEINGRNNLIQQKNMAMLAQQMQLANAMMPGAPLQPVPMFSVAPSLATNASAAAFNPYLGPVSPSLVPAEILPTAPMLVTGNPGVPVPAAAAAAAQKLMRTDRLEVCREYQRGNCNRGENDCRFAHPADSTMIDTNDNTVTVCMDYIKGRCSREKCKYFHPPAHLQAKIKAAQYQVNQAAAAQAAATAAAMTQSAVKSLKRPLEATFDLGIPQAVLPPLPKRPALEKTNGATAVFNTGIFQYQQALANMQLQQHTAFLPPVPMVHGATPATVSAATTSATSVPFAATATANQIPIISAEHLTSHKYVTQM
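His-tagged MBNL1 binding to biotinylated (CUG)12 RNA was measured by TR-FRET using terbium anti-His antibody (0.055 ng/ul final) and streptavidin-XL665 (5 nM final). Compounds were titrated 92 nM to 58 uM; 60 min at room temperature.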
Menin-MLL TR inh: displaces Texas Red mutant MLL peptide from human menin. O00255. Menin + Texas Red MLL mutant peptide, fluorescence polarization. Potency, µM (top dose mostly 61.6 µM), without a hit: top-dose FP activity change, negative = inhibition, actives largely listed as inhibitors. actives 0.23% (n = 270,000). AID 1768; active means well fitted inhibition curve with a large enough effect in the polarisation, with a control signal flat, not every such curve was filed as active; inconclusive means small, poorly fitted or top-dose-only effect, or effect the other way, or a change in a side signal; inactive means no such curve, though single readings can be large or run the other way; the % refers to the polarisation; further: potency means the concentration at half of the fitted maximal effect; % of control where 0% means no effect; many of its hits are not listed in these tables
ASM inhibitor: blocks human secretory acid sphingomyelinase; placental ASM, HMU-PC fluorogenic substrate, 60 min; actives 0.006% (n = 340,000); Potency, µM (titrated, usually from 57.5 µM), for inactives: at the highest dose activity change, negative = inhibition, usual class: inhibitors; P17405; further: potency means the concentration at half of the fitted maximal effect
Target sequence (P17405 47-631 limits assumed): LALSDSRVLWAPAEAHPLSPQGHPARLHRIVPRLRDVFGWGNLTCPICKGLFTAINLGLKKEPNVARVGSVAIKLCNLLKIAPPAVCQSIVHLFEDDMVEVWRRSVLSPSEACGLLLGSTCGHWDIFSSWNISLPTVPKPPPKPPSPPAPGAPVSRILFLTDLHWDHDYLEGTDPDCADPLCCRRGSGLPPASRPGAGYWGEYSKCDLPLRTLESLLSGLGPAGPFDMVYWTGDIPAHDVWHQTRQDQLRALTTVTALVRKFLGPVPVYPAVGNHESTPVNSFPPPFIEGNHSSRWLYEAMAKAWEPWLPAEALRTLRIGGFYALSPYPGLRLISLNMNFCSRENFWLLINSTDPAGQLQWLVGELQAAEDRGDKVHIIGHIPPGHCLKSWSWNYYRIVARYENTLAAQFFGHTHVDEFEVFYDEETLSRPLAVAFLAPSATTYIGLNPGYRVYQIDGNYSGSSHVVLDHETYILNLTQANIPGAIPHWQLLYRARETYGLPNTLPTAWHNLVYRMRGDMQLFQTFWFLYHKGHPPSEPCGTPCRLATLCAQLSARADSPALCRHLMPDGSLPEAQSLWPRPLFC
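HMU-PC0 cleavage (9 uM final) by human placental ASM, 60 min at 37 °C following 10 min compound exposure at RT; stopped at pH 10, fluorescence Ex 386/Em 447 nm.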
a7 integrin act: integrin-mediated muscular dystrophy alleviation activation; alpha7betagal myoblasts, beta-gal FDG fluorescence, 48 h; Potency, µM (top dose mostly 38.3 µM), for the others: top-dose activation, most hits filed as activators; actives 0.064% (n = 350,000); AID 624291;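 further: potency means the concentration at half of the fitted maximal effect; 100% = response of the positive control SU9516; nearly all actives have a fitted effect of over 60% in size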
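Alpha7betagal+/- myoblasts (passage 13) were plated 16-24 hr, then exposed to compounds (1:260 dilution of DMSO stock) for 48 hours at 37C. After MPER lysis, β-galactosidase reporter activity was read as FDG fluorescence (ex 480/em 540) after 30 minutes.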
CXXC DNA block: MLL CXXC-DNA interaction inhibition; Potency, µM (series often up to 115 µM), without a hit: at the top dose activity change, negative = inhibition, most hits filed as inhibitors; MLL-CXXC / FITC-HOXA9 DNA fluorescence polarization; Q03164; actives 0.037% (n = 290,000); active means well fitted inhibition curve with a large enough effect in the polarisation, with a control signal flat, not every such curve was filed as active; inconclusive means small, poorly fitted or top-dose-only effect, or effect the other way, or a change in a side signal; inactive means no such curve, though single readings can be large or run the other way; the % refers to the polarisation; further: potency means the concentration at half of the fitted maximal effect
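Fluorescence polarization: 7 uM MLL-CXXC (stock) preincubated 5 min with compounds, then 50 nM fluorescein-HOX-A9 DNA (stock) added; 30 min ambient. Buffer 50 mM Tris-HCl pH 7.5, 50 mM NaCl, 1 mM DTT, 0.05% BSA.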
TCR act: activators of T cell receptors; AID 504894; primary human leukocytes, anti-CD3, IL-2 HTRF, 48 h; 330,000 tested, under 10 active; Potency, µM (highest dose often 9.22 µM), for inactives: top-dose activation of IL-2 secretion, hits mostly activators; further: % of control where 0% means no effect
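Readout: HTRF IL-2, Eu-cryptate/d2 antibody pair, 320nm excitation, 665nm emission. Stimulus: a-CD3 beads, no co-stimulation. Cells: primary human leukocytes. Exposure: 48 hr with compound.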
Mito fusion act: mitochondrial division inhibition or fusion activation; AID 485298; Potency, µM (series often up to 46.1 µM), for the others: top-dose growth rescue (activation), usual class: activators; S. cerevisiae fusion-defective mutant growth rescue, CellTiterGlo 48 h; actives 0.23% (n = 320,000);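 further: potency means the concentration at half of the fitted maximal effect; % of control where 0% means no effect; nearly all actives have a fitted effect of over 45% in size; temperature-sensitive fusion mutants such as fzo1-1 at 37 °C on non-fermentable ethanol glycerol medium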
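Yeast fusion mutant, YPEG (non-fermentable carbon), compound, 48 h at 37C non-permissive; CellTiterGlo added, 10 min RT, luminescence read. Rescued growth = division inhibition.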
PTAP TSG101 blk: blocks PTAP/TSG101 interaction to inhibit HIV-1 budding. Fluorescence polarization, FITC-PTAP peptide / Tsg101 binding. Potency, µM (titrated, usually from 115 µM), for the others: top-dose activity change, negative = inhibition, usual class: inhibitors. 340,000 tested, under 10 active. AID 493005; active means well fitted inhibition curve with a large enough effect in the main read-out, with a control signal flat, not every such curve was filed as active; inconclusive means small, poorly fitted or top-dose-only effect, or effect the other way, or a change in a side signal; inactive means no such curve, though single readings can be large or run the other way; further: potency means the concentration at half of the fitted maximal effect; % of control where 0% means no effect
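FP read-out: FITC-PTAP peptide, 50 nM final, binding Tsg101 binding domain, 10 uM final; 20 min, r.t.; 10 mM HEPES pH 7.5, 0.15 M NaCl, 0.01% Tween 20, 3 mM EDTA, 0.1 mM TCEP.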
TSHR antagonist: antagonists of human thyroid stimulating hormone receptor; TSHR-expressing cells, TSH-stimulated cAMP HTRF, 2 h; stronger effect = lower value; activity change, negative = inhibition, % at 11.5 µM; actives 0.2% (n = 330,000); AID 504810;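 active means activity change below a set negative limit, meaning inhibition stronger than a set level, cut at about -70% in these data; inconclusive means activity change between two set negative limits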; further: on the % scale 0 is the no-effect control and ±100 the full control effect
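Competitive HTRF cAMP read-out (cryptate anti-cAMP antibody, cAMP-d2; 30 min, room temperature) in freshly harvested TSHR cells. Compounds added before TSH at EC80 (4nM final), followed by 2 hours' incubation at 37 deg C.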
A-T KAP1 phos: potential ataxia-telangiectasia treatment; actives 0.19% (n = 320,000); AID 485349; […] A-T fibroblasts, KAP-1 phosphorylation AlphaLISA; neocarzinostatin DNA damage 30 min before lysis; Potency, µM (top dose mostly 57.5 µM), inactives show at the highest dose activation, actives largely listed as activators; further: potency means the concentration at half of the fitted maximal effect; % of control where 0% means no effect; nearly all actives have a fitted effect of over 45% in size
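hTERT-immortalized A-T patient fibroblasts ([…]), 500 cells/well in OPTI-MEM, 1% FBS, got compounds for 60 min, then NCS for 30 min at 37C. Lysates were then assayed for phospho-KAP-1 by AlphaLISA (anti-pKAP1 donor, anti-KAP1 acceptor beads), 6 hr at 25C.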
* = called active by the depositor; i = inactive; ? = inconclusive; . = no result given; [ ] = another dose, or the depositor's remark. Unless noted, the call rests on the fitted dose curve; in most records, active means well fitted curve in the direction sought with a large enough effect; inconclusive means small, poorly fitted or top-dose-only effect, or another doubt; inactive means no such curve, though single readings can be large; an effect the other way counts as inactive or inconclusive. Only part of the results is shown; rates above refer to the full screens.

SMILES | MBNL1-CUG inh | Menin-MLL TR inh | ASM inhibitor | a7 integrin act | CXXC DNA block | TCR act | Mito fusion act | PTAP TSG101 blk | TSHR antagonist | A-T KAP1 phos
O=C(Nc1ccccc1)N1CCN(CCc2ccccc2)CC1 | -13% | -1% | 0% | -20% | -7% | 5% | 6% | 0% | 15 | -5%
Cc1c(OCC(=O)NCCCN2CCCC2=O)ccc2c3c(c(=O)oc12)CCCC3 | -7% | . | -1% | 23% | 18% | 0% | -9% | -6% | -1 | -3%
CCOC(=O)c1sc(NC(=S)NC(=O)C23CC4CC(CC(C4)C2)C3)cc1C | -3% | 4% | -3% | -13% | 12% | 1%[46.1 µM] | -4% | 0% | -1 | 11%
CC(NC(=O)c1cnccn1)c1ccc(S(N)(=O)=O)cc1 (stereo not drawn) | -15% | . | 0% | -49%[inhibitor] | -7% | 0% | -2% | -4% | 6 | 0%
CC(C)C1Oc2ccccc2N(CC(=O)NC2CCCCC2)C1=O (stereo not drawn) | -1% | . | -1% | 3% | 22% | -2% | 12% | -4% | -12 | -3%
COc1cccc(CC(=O)NCC2COc3ccccc3O2)c1OC (stereo not drawn) | -7% | 13% | 5% | 16% | 22% | . | -1% | -9% | -6 | -6%
Cc1c(Nc2nc3ccccc3nc2N2CCN(c3ccccc3)CC2)c(=O)n(-c2ccccc2)n1C | -12% | -19% | -9% | 8% | -6% | -5% | 9% | 1% | 14 | -2%
Cc1noc(C)c1NC(=O)Nc1ccc2c(c1)C(=O)N([C@H](C)CO)C[C@H](C)[C@@H](CN(C)S(=O)(=O)c1cn(C)cn1)O2 | . | . | 3% | 0% | . | 5% | . | -1% | -2 | 3%
CCOC(=O)C1(CCOc2ccccc2)CCN(Cc2ccc3nonc3c2)CC1 | 9% | ? | -1% | -29% | -1% | 0% | -4% | 1% | -26 | 16%[11.5 µM]
O=C1CCNc2cc3ccccc3cc21 | ? | ? | i | -43% | -8% | 1% | 13% | -8% | -7 | .
CCOC(=O)N1CCN(C(=O)C2CCN(C(=O)Nc3ccccc3)CC2)CC1 | . | . | -2% | 14% | . | 0%[46.1 µM] | . | -2% | 18 | -4%
O=C(CNc1ccc(Br)cc1)Nc1ccc(S(=O)(=O)N2CCCC2)cc1 | . | . | -12% | -8% | . | -1% | ? | 0% | 9 | -1%
CS(=O)(=O)N1CCc2ccccc2C1 | -3% | -1% | 2% | 15% | 1% | 8%[46.1 µM] | -5% | -1% | 6 | 7%
COC(=O)Cn1c(=NC(=O)CSCC(=O)NC2CCCCC2)sc2cc(OC)ccc21 | -1% | . | -3% | -34% | 29% | 4% | 4% | -1% | -10 | 1%
COC(=O)c1cc(NC(=O)c2cc(-c3ccc(OC)cc3)oc2C(F)(F)F)ccc1N1CCOCC1 | 4% | . | ? | 14% | -11% | 0% | -10% | -2% | 0 | -8%
CCn1c2ccccc2c2cc(NC(=O)C/C(C)=N/NC(=O)c3ccccc3N)ccc21 | -6% | ? | 77% | 9% | 16% | 2% | -2% | 0% | -4 | -9%
COc1ccccc1-c1nnc(SCC(=O)NC2CCS(=O)(=O)C2)n1N (stereo not drawn) | -1% | 18% | 6% | -21% | 7% | -8% | 6% | 0% | 8 | 3%
COc1cccc(C(=O)NCc2cccnc2)c1 | 0% | -10% | 1% | 9% | -6% | -1% | -2% | -9% | 15 | 0%
Oc1ccccc1N=Cc1sc2ccccc2c1Cl | 13% | ? | -2% | -27% | 14% | 0%[46.1 µM] | 15% | -4% | 0 | -3%
COc1ccc([N+](=O)[O-])cc1NC(=S)NC(=O)C(C)(C)C | ? | 31%[activator] | -4% | 15% | 0% | 6% | 3% | 2% | -11 | -1%
Cc1ccc(S(=O)(=O)CCc2nnc(NC(=O)CCl)s2)cc1C | -7% | 3% | 3% | -27% | -6% | 0% | -14% | 0% | -12 | 4%
CCC(Oc1ccccc1C)C(=O)Nc1ccc(S(=O)(=O)Nc2cc(C)on2)cc1 (stereo not drawn) | -4% | 8% | -1% | 24% | -4% | 3% | 8% | -3% | -6 | 5%
COC(=O)c1nn(-c2ccccc2)c(Sc2ccc(C)cc2)c1/C=N/O | 14% | 6% | -4% | 7% | 3% | 2% | 0% | -3% | 23 | 5%
Nc1cc(C(=O)OCC(=O)Nc2ccc(N3CCOCC3)cc2)ccc1Cl | . | . | -1% | -2% | . | 1% | 3% | 0% | -3 | -2%
Cc1nc2ccccc2c(=O)n1CC(=O)N1CCOCC1 | 4% | -4% | 0% | 12% | 7% | -8% | -5% | -1% | -3 | 8%

The listing continues:
SMILES | MBNL1-CUG inh | Menin-MLL TR inh | ASM inhibitor | a7 integrin act | CXXC DNA block | TCR act | Mito fusion act | PTAP TSG101 blk | TSHR antagonist | A-T KAP1 phos
CCOc1ccc(NC(=S)NC(=O)/C=C/c2ccc(Br)cc2)c([N+](=O)[O-])c1 | -1% | . | -3% | 0% | -4% | 0% | 2% | -1% | 0 | -9%
O=C(CN1CCCCCC1)NCCN1C(=O)S/C(=C\c2ccccc2Cl)C1=O | 9% | -25% | -3% | -6% | 2% | -3% | -1% | 0% | -7 | -2%
COc1ccc(OC)c(NC(=O)CSc2nnc(-c3ccco3)o2)c1 | -7% | 12% | -1% | 15% | -6% | -4% | -1% | -3% | 10 | -4%
COc1ccc(NC(=O)Nc2cccc3ccccc23)cc1OC | -4% | . | 0% | ? | -5% | 0% | -1% | -12% | 2 | 2%
CCCN(CCC)C(C)C(=O)NCC1(c2ccccc2)CCCC1 (stereo not drawn) | 0% | -12% | 12% | -15% | -4% | 4% | 2% | 1% | -5 | 1%[11.5 µM]
CCOC(=O)C1CCCN(CCC(C)c2ccccc2)C1 (stereo not drawn) | -2% | -20% | 3% | -5% | 5% | . | 1% | . | 5 | -1%
COc1ccc2cc(C(=O)N3CCC(Cc4ccccc4)CC3)[nH]c2c1 | 2% | ? | -12% | -2% | ? | 5% | -1% | 0% | -5 | 9%
CCOC(=O)N1CCc2c(sc3c2c(=O)n(Cc2ccccc2)c(=O)n3CC(=O)NCC2CCCO2)C1 (stereo not drawn) | -4% | . | -2% | -10% | 3% | 6% | 2% | -3% | -1 | 23%
CN(Cc1ccc(F)cc1)C(=O)c1sccc1-c1ccccc1 | 0% | . | 10% | -20% | -12% | 1% | 2% | -2% | 7 | 4%
CN(C(=O)CN1C(=O)NC2(CCc3ccccc32)C1=O)C1CCCCC1 (stereo not drawn) | . | . | 2% | 21% | . | 3%[46.1 µM] | . | -2% | -14 | 1%
O=C(Nc1ccccc1C(=O)NCc1ccco1)Nc1cccc2ccccc12 | 0% | -13% | ? | 7% | 1% | 7% | 7% | 0% | -3 | -2%
Cc1ccccc1N(CC(=O)NCC1CCCO1)C(=O)CCC(=O)Nc1nccs1 (stereo not drawn) | -2% | 5% | 10% | -7% | 7% | 4% | 4% | -2% | 3 | 6%
NC(=O)Cn1nc([N+](=O)[O-])nc1Oc1ccccc1C(=O)N1CCOCC1 | ? | 3% | -1% | 7% | -7% | 2% | 1% | 1% | 7 | -3%
Cc1ccc(NC(=O)N2CCCCCC2)c(C)c1 | -4% | -25% | 3% | 14% | 4% | -7% | 2% | -1% | -7 | 10%
CC1COc2ccccc2N1C(=O)c1ccccc1Cl (stereo not drawn) | 0% | -16% | 2% | 20% | -7% | -1% | -24% | -1% | 2 | 23%
O=C(CCS(=O)(=O)c1ccccc1)NC12CC3CC(CC(C3)C1)C2 | 0% | -1% | 0% | 9% | ? | -7% | 3% | -6% | -8 | 1%
CC(=O)Nc1ccc(NC(=O)CSc2nnc(-c3ccccc3)n2Cc2ccc3c(c2)OCO3)cc1 | 2% | 5% | 0% | -32% | 1% | -2% | 2% | -12% | -12 | 1%
Cc1ccc(NC(=O)CSc2nnc(-c3ccco3)n2N)cc1F | -4% | ? | 4% | 8% | 24% | -32% | -7% | -8% | 0 | 1%
CCOC(=O)C1(CC)NC(c2ccco2)C2C(=O)N(C)C(=O)C21 (stereo not drawn) | -3% | 24% | 3% | 1% | -4% | -3%[46.1 µM] | -2% | -9% | 0 | .
CCN(c1cccc(C)c1)S(=O)(=O)c1ccc(-c2coc(C)n2)cc1 | -6% | -5% | -1% | 3% | 12% | -4% | -1% | -4% | 4 | -5%
Cc1cc(C)cc(C(=O)NN2CCOCC2)c1 | . | 0% | -3% | -14% | -3% | -5%[46.1 µM] | -3% | -1% | 13 | 0%
